OXTR potentiate – human OXTR potentiators, primary screen, fluorescence, CHO-OTR cells, Fluo-8 calcium | Fluo-8 calcium fluorescence, potentiator mode; 0% = oxytocin EC15, 100% = EC100 | Oxytocin receptor (Homo sapiens), P30559 | activation, % at 3 µM | AID 2445, 2010 | hit rate 0.061% among 320,000;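 active = activation above that plate's cutoff, the mean activation of tested compounds plus 3 SD, cut at about 6.6% in these data, passing the limit was not always enough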;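 note: 100% uses oxytocin at 75 nM as the full agonist control; some results filed as inactive read as strong as hits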
Target sequence (P30559 whole entry, looked up): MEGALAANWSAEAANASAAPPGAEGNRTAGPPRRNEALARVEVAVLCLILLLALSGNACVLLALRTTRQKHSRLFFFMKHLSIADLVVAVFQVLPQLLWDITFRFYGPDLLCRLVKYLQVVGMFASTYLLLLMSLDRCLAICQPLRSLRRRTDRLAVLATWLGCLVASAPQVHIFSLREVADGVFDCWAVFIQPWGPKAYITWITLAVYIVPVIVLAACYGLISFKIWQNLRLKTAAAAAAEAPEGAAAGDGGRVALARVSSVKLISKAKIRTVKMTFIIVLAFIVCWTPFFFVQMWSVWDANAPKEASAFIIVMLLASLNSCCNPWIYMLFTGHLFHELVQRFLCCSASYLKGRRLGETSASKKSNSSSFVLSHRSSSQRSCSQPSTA
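Dosing: Single dose, 3.0 µM nominal final compound concentration | Material: Human OTR in CHO cells | Technique: Kinetic Fluo-8 calcium fluorescence | Benchmarks: EC15 oxytocin alone as 0%, 75 nM oxytocin as 100% | Probe or stimulus: Oxytocin at about EC15, sub-maximal agonist stimulus | Incubation: Compound 6 min at room temperature before oxytocin, 100 s read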
CHO-K1 Ca PAM – nonselective calcium activators in parental CHO-K1 cells, primary screen, counter-screen for M1 PAM project, cell-based, Fluo-8 calcium fluorescence, full deck, 1536-well; ATP EC20; 0% at ATP EC20, 100% at ATP max; activation, % at 3 µM; hit rate 0.02% among 360,000;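 active = activation above the run cutoff, the mean activation of all test compounds plus 3 SD, cut at about 40% in these data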;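 note: peak over basal fluorescence ratio in a 140 s read after ATP addition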
CHRM1 antagonist – human M1 muscarinic receptor antagonists, primary screen, CHO-K1 cells, Fluo-8 calcium fluorescence, 1536-well | inhibition, % at 3 µM | CHO-K1 hM1, ACh EC80 antagonist | Muscarinic acetylcholine receptor M1 (Homo sapiens), P11229 | hit rate 1.3% among 360,000;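 active = percent inhibition above its own plate's cutoff, namely the mean of that plate's compound wells plus 3 SD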;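 note: peak over basal fluorescence ratio during 140 s after agonist addition; 0% = ACh EC80 plus DMSO and 100% = DMSO alone without agonist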
CHO-K1 Ca antag – M1 antagonist counterscreen hit in parental CHO-K1 cells; hit rate 0.6% among 360,000; ATP-induced calcium, Fluo-8 fluorescence; inhibition, % at 3 µM;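 active = inhibition above a per-plate cutoff, the plate's mean sample inhibition plus 3 SD, cut at about 24% in these data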;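 note: 0% = DMSO plus EC80 ATP and 100% = DMSO alone without ATP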
CHO parental Ca – ATP-evoked calcium signal inhibitors, parental CHO, primary screen, counter-screen for OX1R antagonist project, cell-based, fluorescence, Fluo-8 calcium dye | parental CHO-K1, ATP-induced calcium, Fluo-8 fluorescence | inhibition, % at 5.6 µM | AID 463079, 2010 | hit rate 0.63% among 330,000;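 active = inhibition above that plate's mean sample inhibition plus 3 SD, cut at about 26% in these data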;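 note: 0% = ATP-challenged DMSO wells and 100% = DMSO wells without ATP; some compounds past the cut are filed as inactive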
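Material: parental CHO cells / Compound: single nominal dose of 5.6 µM per compound / Signal: Fluo-8 fluorescence / Replicates: singlicate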
TAAR1 ag – human TAAR1 agonists, primary screen, Fluo-8 calcium fluorescence, CHO RD-HGA16 cells; vehicle wells 0%, saturating PEA agonist 100%; activation, % at 3 µM; hit rate 0.99% among 360,000;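 active = activation above the mean activation of all test compounds in the run plus 3 SD, cut at about 38% in these data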
Target sequence (Q96RJ0 whole entry, looked up): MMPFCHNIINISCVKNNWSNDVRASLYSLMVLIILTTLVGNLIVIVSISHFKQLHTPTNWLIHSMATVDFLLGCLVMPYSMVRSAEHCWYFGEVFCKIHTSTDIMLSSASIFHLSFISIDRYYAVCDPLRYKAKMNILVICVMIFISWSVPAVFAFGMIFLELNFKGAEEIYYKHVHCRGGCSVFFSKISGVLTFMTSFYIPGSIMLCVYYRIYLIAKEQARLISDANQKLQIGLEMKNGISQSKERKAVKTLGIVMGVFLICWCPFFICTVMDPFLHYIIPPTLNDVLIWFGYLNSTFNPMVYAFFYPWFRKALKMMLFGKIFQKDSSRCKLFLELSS
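Assay system – CHO-derived RD-HGA16 cells with stable Gα16 and human TAAR1 · Compound dosing – one-point dosing at 3 µM (nominal) · Incubation – 17-24 h seeding, 75 min 37 °C dye, 30 min RT · Measured by – kinetic Fluo-8 calcium fluorescence · Control set – DMSO vehicle as 0%, PEA at EC100 as 100% · Repeats – single well for each compound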
CHO-K1 Ca ag – counter-screen for M1 agonists: effect in parental CHO-K1 cells; hit rate 0.48% among 360,000; activation, % at 3 µM; Fluo-8 calcium fluorescence; scaled to maximal ATP response, vehicle zero; AID 602248, 2012; in the data active = activation above about 15%;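 note: untransfected CHO-K1 host cells lacking M1 receptor as counterscreen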
TAAR1 antag – human TAAR1 antagonists, primary screen, Fluo-8 calcium fluorescence, CHO RD-HGA16 cells; hit rate 1.5% among 360,000; Trace amine-associated receptor 1 (Homo sapiens), Q96RJ0; antagonist; inhibition, % at 3 µM;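 active = inhibition above a per-plate cutoff, the mean inhibition of test compounds on that plate plus 3 SD, cut at about 49% in these data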;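 note: 0% = DMSO plus EC80 beta-PEA response and 100% = DMSO alone without agonist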
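System: RD-HGA16 CHO cells with stable hTAAR1 and Gα16 | Probe or stimulus: EC80 β-phenethylamine stimulus | Dosing: 3 µM, single point | Times: Dye loading 75 min at 37 °C, then 30 min room temperature | Measured by: Fluo-8 calcium-sensitive fluorescence | Read-out basis: % inhibition of agonist calcium response | Replicates: n of 1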
CHRM1 agonist – human M1 muscarinic receptor agonists, primary screen, Fluo-8 calcium fluorescence, CHO-K1 cells, HTS. Muscarinic acetylcholine receptor M1 (Homo sapiens), P11229. CHO-K1 hM1, agonist mode; 0% DMSO, 100% acetylcholine EC100. activation, % at 3 µM. hit rate 0.33% among 360,000;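 active = activation above the run's mean compound activation plus 3 SD, cut at about 16% in these data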;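 note: peak over basal fluorescence ratio within a 140 s kinetic read after compound addition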
Numbers without * were called inactive; · = no result given. Compounds as they come (roughly 4.2% active in at least one column).

SMILES | OXTR potentiate | CHO-K1 Ca PAM | CHRM1 antagonist | CHO-K1 Ca antag | CHO parental Ca | TAAR1 ag | CHO-K1 Ca ag | TAAR1 antag | CHRM1 agonist
COC(=O)c1ccc(CSc2ccc(S(=O)(=O)N3CCCCC3)cn2)cc1 | -3 | -11 | 13 | -3 | -6 | 3 | 0.3 | 11 | -1
CN(c1ccc(C(=O)NC2CC3CCC2C3)cc1)S(C)(=O)=O (stereo not given) | -1 | -2 | -3 | 8 | -3 | 16 | -0.1 | 5 | -2
Cc1cccc2cc(CN(C(=S)NCC(C)C)C3CCCC3)c(=O)[nH]c12 | -2 | 6 | -2 | -8 | -37 | 2 | -0.9 | -5 | -12
CC(C)N1CC2(CC(c3ccccc3F)=NO2)CN1C(=O)c1ccc(C(C)(C)C)cc1 (stereo not given) | · | 3 | -1 | -7 | · | -2 | 0.7 | -16 | -2
O=C(COc1ccc(Br)cc1F)N1CCN(c2ncccn2)CC1 | -3 | 8 | -5 | 4 | -5 | 2 | 0.6 | 12 | -4
COc1ccc(C(=O)N2CCCC(CNC(=O)c3ccc(F)cc3)C2)cc1OC (stereo not given) | -3 | 9 | -1 | -2 | -17 | 1 | 1.0 | -4 | -3
CCc1nc2ccc(C(=O)NCc3ccccc3OC)cn2c1N(CC)Cc1cccc(Br)c1 | · | 27 | 12 | -23 | · | 5 | 0.3 | -14 | -4
COc1ccccc1N1CCN(C(CNC(=O)c2ccco2)c2cccnc2)CC1 (stereo not given) | -6 | 17 | -4 | -7 | -15 | 0 | 0.5 | -23 | -3
CC(=O)Nc1ccc(NS(=O)(=O)C(F)(F)F)cc1 | 8 | 23 | -4 | -10 | 5 | 2 | 2.4 | -12 | -3
Cc1nc(N2CCCCC2)c2c(C)c(C(=O)Nc3cccc(C(F)(F)F)c3)sc2n1 | -9 | 11 | 11 | 11 | -24 | 1 | 1.0 | 34 | -12
CCN(CC)S(=O)(=O)c1ccc(N2CCCCC2)c(NC(=O)/C=C/c2cc(OC)c(OC)c(OC)c2)c1 | -13 | 20 | 1 | -1 | 0 | -1 | 0.5 | -38 | -6
COc1ccc(-c2cc(C(=O)N3CCCCCC3)c3ccccc3n2)c(OC)c1 | -6 | 0 | 2 | -1 | -28 | 1 | 2.7 | 35 | -4
NS(=O)(=O)c1ccc(NCc2cnc3ccccc3n2)cc1 | · | 1 | -12 | -11 | · | 1 | 0.6 | -6 | -2
Cc1nc2c(Br)cc(Br)cc2c(=O)n1-c1ccccc1NC1OCC(O)C(O)C1O (stereo not given) | · | -1 | -27 | 0 | · | 1 | -0.5 | -6 | 0
COCCCNC(=S)NCCNc1nc2c(C)c(C)ccc2cc1C#N | · | 18 | 2 | -11 | · | 6 | 8.9 | 10 | -4
CC(=O)c1ccc(NC(=O)CSc2nc(=O)cc(N)n2-c2ccccc2)cc1 | 10 | 17 | 4 | -13 | -6 | 0 | 0.7 | -5 | -1
COc1ccc2cc(CN(Cc3cccnc3)S(=O)(=O)c3ccccc3)c(=O)[nH]c2c1 | -9 | 7 | 5 | -9 | -19 | 9 | 3.3 | 5 | -4
COc1ccc(Cn2nnnc2C(c2ccc(N(C)C)cc2)N2CCC(C(N)=O)CC2)cc1 (stereo not given) | -5 | 18 | -3 | -7 | -18 | 8 | 0.4 | 26 | -8
COc1ccc(N2C(=O)Cc3ccccc3C2=O)cc1 | -1 | 13 | -17 | -8 | -9 | 0 | 1.9 | -6 | -3
CC(C)C(NC(=O)OCc1ccccc1)C(=O)OCC(=O)NCc1ccco1 (stereo not given) | -10 | 1 | 7 | 0 | 8 | 0 | 0.0 | -23 | -6
COc1ccc(/C=N/n2c(-c3n[nH]c4c3CCC4)n[nH]c2=S)cc1OC | 1 | -9 | 6 | 14 | -2 | -1 | 0.4 | -19 | -6
O=C(Nc1ccc2c(c1)N(Cc1ccccc1)C(=O)c1ccccc1S2)NC1CC1 | -15 | 17 | -1 | -10 | -14 | 30 | 1.3 | 12 | -1
CC(C)C(NC(=O)COc1ccccc1)C(=O)O (stereo not given) | 1 | 6 | 6 | -2 | -12 | 4 | -0.1 | 10 | 0
Cc1ccc(S(=O)(=O)N/N=C/c2ccc(OS(=O)(=O)c3ccc(C)c([N+](=O)[O-])c3)cc2)cc1 | -11 | 6 | -18 | -6 | -1 | 15 | -0.2 | 1 | -5
COCCN1C(=O)N[C@@H](CCc2ccccc2)[C@H](C(C)=O)[C@H]1C | 7 | -12 | 9 | -9 | -8 | 5 | -0.2 | -2 | -3

Ordered by molar mass (low to high): 9 of the compounds above
SMILES | OXTR potentiate | CHO-K1 Ca PAM | CHRM1 antagonist | CHO-K1 Ca antag | CHO parental Ca | TAAR1 ag | CHO-K1 Ca ag | TAAR1 antag | CHRM1 agonist
CN(c1ccc(C(=O)NC2CC3CCC2C3)cc1)S(C)(=O)=O (stereo not given) | -1 | -2 | -3 | 8 | -3 | 16 | -0.1 | 5 | -2
COc1ccc(/C=N/n2c(-c3n[nH]c4c3CCC4)n[nH]c2=S)cc1OC | 1 | -9 | 6 | 14 | -2 | -1 | 0.4 | -19 | -6
CC(C)C(NC(=O)OCc1ccccc1)C(=O)OCC(=O)NCc1ccco1 (stereo not given) | -10 | 1 | 7 | 0 | 8 | 0 | 0.0 | -23 | -6
COc1ccc(-c2cc(C(=O)N3CCCCCC3)c3ccccc3n2)c(OC)c1 | -6 | 0 | 2 | -1 | -28 | 1 | 2.7 | 35 | -4
CC(=O)c1ccc(NC(=O)CSc2nc(=O)cc(N)n2-c2ccccc2)cc1 | 10 | 17 | 4 | -13 | -6 | 0 | 0.7 | -5 | -1
COc1ccc(C(=O)N2CCCC(CNC(=O)c3ccc(F)cc3)C2)cc1OC (stereo not given) | -3 | 9 | -1 | -2 | -17 | 1 | 1.0 | -4 | -3
COC(=O)c1ccc(CSc2ccc(S(=O)(=O)N3CCCCC3)cn2)cc1 | -3 | -11 | 13 | -3 | -6 | 3 | 0.3 | 11 | -1
Cc1nc(N2CCCCC2)c2c(C)c(C(=O)Nc3cccc(C(F)(F)F)c3)sc2n1 | -9 | 11 | 11 | 11 | -24 | 1 | 1.0 | 34 | -12
CCN(CC)S(=O)(=O)c1ccc(N2CCCCC2)c(NC(=O)/C=C/c2cc(OC)c(OC)c(OC)c2)c1 | -13 | 20 | 1 | -1 | 0 | -1 | 0.5 | -38 | -6

(continued)
SMILES | OXTR potentiate | CHO-K1 Ca PAM | CHRM1 antagonist | CHO-K1 Ca antag | CHO parental Ca | TAAR1 ag | CHO-K1 Ca ag | TAAR1 antag | CHRM1 agonist
Cc1cc(C)cc(NC(=S)N(Cc2cccc(Br)c2)CC2CCC(C(=O)O)CC2)c1 (stereo not given) | -11 | 6 | -3 | -3 | -6 | 2 | 13 | 8 | -8
O=C(CSc1nc2ccsc2c(=O)n1Cc1ccccc1)NCC1CCCO1 (stereo not given) | -3 | 3 | 3 | -14 | -12 | 5 | 1.2 | -24 | -4
CS(=O)(=O)N1CCN(C/C=C/c2ccccc2)CC1 | -7 | 14 | -14 | -5 | -7 | 5 | 0.3 | -11 | 15
Cc1ccc(C(=O)NCC(=O)OCC(=O)NC2CCCCCCC2)cc1 | -1 | 14 | -6 | -9 | -14 | 1 | 1.6 | -17 | -3
O=C(c1cccs1)N1CCN=C1SCc1ccccc1 | 2 | 6 | -20 | 1 | -21 | 13 | 0.1 | -9 | -3
CC(Sc1ccccc1)C(=O)N1CCN(S(=O)(=O)c2cccc(Br)c2)CC1 (stereo not given) | -9 | -4 | -7 | -3 | -32 | 0 | 0.2 | 2 | 3
COc1ccccc1C(O)Cc1nc2ccccc2n1C (stereo not given) | -4 | 8 | -18 | -6 | -10 | 6 | 0.2 | -5 | -4
Cc1cccc(C)c1NC(=S)N(CCCN1CCN(C)CC1)Cc1cccs1 | -10 | 2 | 0 | -12 | -14 | 2 | 1.1 | -21 | -3
O=C(Nc1ccccc1F)c1ccc(COc2ccc(Cl)cc2Cl)o1 | -12 | 20 | 0 | -17 | -23 | 6 | 3.2 | 18 | -4
COc1ccccc1-n1c(N)c(C(=O)NCC2CCCO2)c2nc3ccccc3nc21 (stereo not given) | -6 | 15 | -1 | -11 | -7 | 8 | 1.9 | 25 | -2
O=C(CCC1CCCCC1)Nc1c[nH]c(=O)[nH]c1=O | -9 | 16 | -1 | -6 | 21 | 0 | 0.3 | -2 | -4
COC(=O)c1c(C)nc2nonc2c1N | -10 | 14 | -1 | -13 | 5 | 2 | 1.9 | 15 | 0
COc1ccc(OC)c(C=C2CCc3ccccc3C2=O)c1 | · | 3 | 0 | -1 | · | -2 | -0.4 | -4 | -11
COC(=O)/C(N=Nc1c(C)n(C)n(-c2ccccc2)c1=O)=C(\C)O | 4 | 13 | -5 | -6 | -6 | 4 | 1.4 | -4 | -8
O=C(Nc1ccc(Cl)c(S(=O)(=O)N2CCCC2)c1)c1cc(=O)[nH]c2ccccc12 | -7 | 16 | 4 | -9 | -16 | 14 | 0.0 | 8 | -6
Cc1nn(Cc2ccccc2Cl)c2sc(C(=O)Nc3nccs3)cc12 | -3 | 17 | -8 | -7 | -26 | 3 | 0.9 | 25 | -3
CCc1ccc(NC(=O)C(CC)Sc2nc3cc4c(cc3c(=O)n2Cc2ccco2)OCO4)cc1 (stereo not given) | -3 | -5 | -3 | 7 | -16 | 3 | -0.4 | -1 | -5
CCOc1ccccc1N1CCN(C/C=C/c2ccc(N(C)C)cc2)CC1 | 2 | 14 | 0 | -9 | -35 | 37* | 0.4 | -9 | -5
CN(C)C(=O)CCc1ccc2c3c([nH]c2c1)[C@]1(CCc2ccccc2)[C@@H](C(=O)N2CCCCC2)C[C@H](CC(=O)NCCCn2ccnc2)C(=O)N1CC3 | · | 1 | -10 | -6 | -6 | 3 | 0.0 | -12 | -11
Cc1c(Cl)c(=O)oc2cc(OCC(=O)NCc3cccs3)ccc12 | 6 | -11 | -6 | 6 | -14 | 2 | 0.5 | -5 | -9

Source: PubChem BioAssay
